# Source: PubChem
# GLD-1 RNA inh: GLD-1-TGE RNA interaction inhibition (C. elegans); AID 2280; purified GLD-1 + fluorescein TGE RNA, fluorescence polarization; inhibition, % at 5.96 µM; hit rate 0.44% among 320,000; Q17339;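 active means percent inhibition above a per-plate cutoff, the plate mean of test compounds plus 3 SD, cut at about 30% in these data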;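 further: 0% = DMSO wells with GLD-1 and probe and 100% = wells lacking GLD-1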
# PME-1 primary: blocks human protein phosphatase methylesterase 1. hit rate 0.53% among 320,000. recombinant PME-1, FP-Rh probe fluorescence polarization. Q9Y570. inhibition, % at 5.9 µM;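 active means inhibition above the campaign mean of all compounds plus 3 SD, cut at about 26% in these data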;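 further: competitive labeling of PME-1 active site by serine hydrolase directed probe; 0% = PME-1 with DMSO and 100% = wells lacking PME-1 enzyme; inhibitors block probe labeling so polarization falls and inhibition rises; many of its hits are not listed in these tables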
# Target sequence (Q9Y570 whole entry, looked up): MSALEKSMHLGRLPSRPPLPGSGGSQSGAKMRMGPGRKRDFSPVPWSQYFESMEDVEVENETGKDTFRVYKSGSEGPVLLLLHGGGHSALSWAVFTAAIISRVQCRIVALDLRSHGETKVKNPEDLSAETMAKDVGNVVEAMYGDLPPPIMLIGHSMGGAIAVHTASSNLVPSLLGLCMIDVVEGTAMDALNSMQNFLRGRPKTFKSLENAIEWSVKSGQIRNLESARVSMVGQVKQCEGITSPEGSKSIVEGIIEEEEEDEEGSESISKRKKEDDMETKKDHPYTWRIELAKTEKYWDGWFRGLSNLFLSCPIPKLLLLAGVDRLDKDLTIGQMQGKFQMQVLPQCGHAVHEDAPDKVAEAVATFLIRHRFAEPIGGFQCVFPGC
# pPAFAH inh: pPAFAH (human) enzyme inhibition | recombinant pPAFAH, FP-rhodamine probe fluorescence polarization | hit rate 1.5% among 330,000 | Q13093 | AID 463082 | inhibition, % at 3.39 µM;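 active means inhibition above the mean inhibition across the screen plus 3 SD, cut at about 25% in these data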;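 further: inhibitors block binding of the rhodamine activity-based probe so polarization drops; 0% = enzyme with DMSO and 100% = wells lacking pPAFAH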
# BCLXL inh: inhibitors of human Bcl-xL. Q07817. GST-Bcl-xL / FITC-Bim BH3 peptide fluorescence polarization. inhibition, % at 10.9 µM. hit rate 0.7% among 320,000;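 active means inhibition above the mean of all tested compounds plus 3 SD, cutoff set per campaign, cut at about 30% in these data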;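 further: 0% = DMSO wells and 100% = unlabeled Bim-BH3 peptide competitor; inhibitors lower millipolarization by displacing the labeled peptide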
# Target sequence (Q07817 whole entry, looked up): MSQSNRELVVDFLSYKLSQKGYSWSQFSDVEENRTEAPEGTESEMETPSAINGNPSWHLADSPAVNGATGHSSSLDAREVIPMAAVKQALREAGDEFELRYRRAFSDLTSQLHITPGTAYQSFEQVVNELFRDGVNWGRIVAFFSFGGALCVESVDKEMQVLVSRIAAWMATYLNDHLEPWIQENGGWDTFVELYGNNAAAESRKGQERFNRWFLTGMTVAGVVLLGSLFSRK
# Fam108B inh: counter-screen for RBBP9 inhibitors: inhibitors of mouse Fam108B; recombinant Fam108B, FP-Rh probe fluorescence polarization; inhibition, % at 9.51 µM; hit rate 0.33% among 300,000; AID 1947;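 active means inhibition above the screen mean inhibition plus 3 SD, computed separately per campaign, cut at about 18% in these data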;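 further: inhibitors lower polarization as less probe binds the enzyme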
# MEX-5 binding: C. elegans MEX-5 TCR-2 RNA binding activity. MEX-5/FITC-TCR2 RNA binding, fluorescence polarization; stronger effect = lower value. Q9XUB2. hit rate 0.38% among 300,000. activity score (negative = inhibition of binding), % at 10 µM;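 active means inhibition past about -25% in most replicates, and total fluorescence under double the plate's negative control median, limit read from the data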;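 further: 0% = DMSO and -100% = 5 µM competing unlabeled TCR2 RNA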
# Target sequence (Q9XUB2 whole entry, looked up): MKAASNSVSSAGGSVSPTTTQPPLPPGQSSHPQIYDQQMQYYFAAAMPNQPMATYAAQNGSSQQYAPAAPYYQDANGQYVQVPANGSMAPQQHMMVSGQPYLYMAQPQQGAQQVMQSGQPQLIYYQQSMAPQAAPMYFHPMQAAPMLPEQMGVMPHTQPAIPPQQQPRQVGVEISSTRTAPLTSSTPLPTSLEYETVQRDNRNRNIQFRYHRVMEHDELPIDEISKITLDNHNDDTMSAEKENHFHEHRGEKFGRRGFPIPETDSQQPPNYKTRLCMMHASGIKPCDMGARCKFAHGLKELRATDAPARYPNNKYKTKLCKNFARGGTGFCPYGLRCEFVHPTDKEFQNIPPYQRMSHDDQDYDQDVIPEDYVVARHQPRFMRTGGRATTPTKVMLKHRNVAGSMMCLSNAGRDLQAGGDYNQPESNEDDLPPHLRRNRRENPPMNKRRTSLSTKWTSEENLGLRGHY
# MCL1 BIM primary: inhibitors of human MCL1 binding to BIM-BH3 peptide; Q07820; GST-MCL1 / FITC-Bim-BH3 fluorescence polarization; inhibition, % at 10.9 µM; hit rate 0.68% among 320,000;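 active means inhibition above the mean inhibition of all tested compounds plus 3 SD, set per campaign, cut at about 40% in these data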;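 further: 0% = DMSO wells and 100% = unlabeled Bim-BH3 peptide control; higher means more loss of mP so more displacement of Bim peptide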
# PAFAH1B2 inh: blocks human PAF acetylhydrolase 1b catalytic subunit 2; P68402; recombinant PAFAH1B2, FP-rhodamine activity probe, fluorescence polarization; inhibition, % at 3.39 µM; hit rate 1.2% among 340,000; AID 492953;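 active means inhibition above the mean of all tested compounds plus 3 SD, cut at about 24% in these data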;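 further: 0% = enzyme with DMSO and 100% = wells lacking PAFAH1B2; many of its hits are not listed in these tables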
# AHR act: activators of human aryl hydrocarbon receptor | AHR-responsive luciferase reporter cells, luminescence | activation, % at 5 µM | AID 2796 | hit rate 2.5% among 320,000; in the data active means activation above about 47%;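 further: 0% = vehicle wells and 100% = reference agonist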
# Numbers without * were called inactive; x = no result given. Some of the compounds tested; rates above refer to the full screens.
SMILES,GLD-1 RNA inh,PME-1 primary,pPAFAH inh,BCLXL inh,Fam108B inh,MEX-5 binding,MCL1 BIM primary,PAFAH1B2 inh,AHR act
COc1cccc(C(=O)NCCS(=O)(=O)NCCc2ccc(OC)c(OC)c2)c1,-1.2,-0.4,3.0,2.7,-0.2,0.4,-1.4,-0.7,-0.3
COc1ccccc1C(=O)Nc1ccccc1SC(=O)c1ccccc1OC,4.8,-0.2,4.2,2.9,-8.9,-1.0,1.8,4.0,53.0*
COc1ccc(NC(C)=O)cc1NC(=O)c1ccc2ccccc2c1,3.1,1.8,4.4,2.5,7.5,3.0,-1.0,2.4,73.6*
CC(CCc1ccccc1)NC(=O)c1ccc(Br)o1 (stereo unspecified),2.9,-3.8,-0.6,6.2,-2.8,-0.7,11.9,2.4,3.4
CCOc1ccccc1NC(=O)CC(O)(C(F)(F)F)C(F)(F)F,-1.8,3.0,-2.1,2.6,-5.1,-1.1,0.1,4.0,13.8
O=C(O)CSc1nnc(-c2cccnc2)n1Cc1ccccc1,-1.0,0.6,-0.1,5.4,-3.3,0.5,6.2,5.4,0.2
COCc1nnc(NS(=O)(=O)c2c(C)cc(C)cc2C)s1,5.2,-0.9,-1.3,0.2,-0.8,-1.0,-2.2,6.2,-0.2
COC(=O)c1ccccc1Oc1cc(C(F)(F)F)nc(-c2ccccn2)n1,7.3,-3.9,-3.0,-0.1,-0.5,0.7,-8.4,1.7,-0.5
CC(C)c1ccc(C(=O)NN2C(=O)C3CCCCC3C2=O)cc1 (stereo unspecified),-6.0,-2.7,5.3,4.4,-3.3,2.3,4.2,1.9,7.6
CC(C)OCCCNC(=O)c1ccc(CS(=O)(=O)Cc2ccccc2F)o1,-0.6,0.6,3.6,8.8,8.1,0.5,7.3,0.4,-2.4
O=C(COC(=O)c1ccc(OC(F)F)cc1)NCc1cccs1,0.9,x,16.8,x,x,x,x,3.8,-0.8
CSc1ccc(CCNC(=O)c2nn(C)c3c2CS(=O)(=O)c2ccccc2-3)cc1,0.8,6.3,-1.7,1.5,-3.9,-1.6,0.0,6.9,-0.7
CSCCC(NC(=O)c1ccc(=O)n(C)n1)c1nc2ccccc2[nH]1 (stereo unspecified),5.3,8.2,9.3,-7.9,1.2,0.1,-12.6,0.0,0.1
COc1ccccc1/C=N/NC(=O)C(NC(=O)c1ccccc1)=C(C)C,9.6,6.3,3.1,-0.2,-1.0,-1.6,5.9,-1.5,7.1
O=C1NC2(CCCCC2)C(=O)N1Cc1cccc(C(F)(F)F)c1,-4.9,1.1,-5.5,1.5,-3.2,4.3,4.3,1.3,3.4
CCc1ccc(OC(C)C(=O)Nc2ccc(S(=O)(=O)Nc3cc(C)on3)cc2)cc1 (stereo unspecified),6.9,1.4,-3.3,6.3,-2.6,0.1,-5.1,0.7,-0.5
CCOC(=O)c1[nH]c(C)c(C(=O)OCC(=O)Nc2sc3c(c2C#N)CCCCC3)c1C,1.3,0.1,6.0,0.0,-2.0,0.5,-5.7,3.5,-0.4
Cc1ccc(CC2CC(=O)N(c3cc(Cl)ccn3)C2=O)cc1 (stereo unspecified),-4.9,1.6,0.7,2.6,-0.6,-2.8,0.2,1.3,1.3
Cc1ccc2c(Cl)c(C(=O)NCCc3ccccc3)sc2c1,-3.7,-4.5,4.5,3.2,0.4,0.2,9.5,2.6,-4.4
CC(C)Sc1nc2[nH]ncc2c(=O)[nH]1,4.2,-0.3,-2.4,-0.4,0.7,-0.9,-0.6,2.9,1.5
CCOc1ccc(C(C)NC(=O)c2ccccc2F)cc1 (stereo unspecified),5.7,-0.9,2.6,6.1,1.0,2.3,8.1,-0.7,1.2
Cc1nn(C(C)C(=O)NCc2cccs2)c(=O)c2nn(-c3ccccc3)c(C)c12 (stereo unspecified),0.3,-1.8,5.8,-5.8,0.5,-5.2,-3.5,4.8,-0.1
CCCCNC1=CC(=O)C(=O)c2ccccc21,1.5,2.7,4.2,4.8,2.9,-0.2,-1.2,2.4,52.5*
COc1ccc(S(=O)(=O)N2CCC(C(=O)N3CCCC3)CC2)cc1Cl,-7.5,5.2,2.0,-2.9,4.1,-1.1,-1.9,1.8,-0.1
COc1ccc(N2CC(C(=O)Nc3nc(-c4ccccc4)c(C(C)=O)s3)CC2=O)c(OC)c1 (stereo unspecified),4.5,1.0,6.3,-2.0,-6.8,-1.9,-0.8,3.1,1.0
CC(=O)c1c(C)[nH]c(C(=O)CSc2ccc(F)cc2)c1C,3.6,1.0,4.0,1.4,-0.2,-0.7,0.7,1.7,7.7
Cc1cc2nc(C)n(CCCN)c2cc1C,2.4,-1.2,3.7,6.6,2.3,1.9,7.3,2.2,1.8
CCc1nn(CC(=O)NCCCN2CCN(CC)CC2)c(=O)c2cc3occc3n12,-5.6,-8.5,1.8,1.4,-0.1,0.7,-1.9,-1.1,-0.5
CSc1nc(-c2ccccc2)c2cc(Cl)ccc2n1,-5.6,-6.4,6.4,0.1,0.5,1.7,0.7,0.1,3.3
CCOC(=O)N1CCC(NCc2c(C(=O)N(C)Cc3ccccc3)nc3ccccn23)CC1,5.3,4.9,-0.6,0.3,-3.4,-2.2,1.8,4.4,1.4
Cc1nc(SCc2nc3ccc(C(F)(F)F)cc3[nH]2)c2oc3ccccc3c2n1,2.5,x,-16.1,x,x,x,x,-10.1,19.4
CCCCNC(=O)c1ccccc1C(=O)NCCCC,2.7,1.4,6.5,5.7,-0.2,x,7.7,1.4,-1.1
C[C@H]1CN=C(N(C)C)N1CC1CCCC1,6.1,1.6,4.5,6.0,1.7,x,1.8,6.6,0.0
COc1ccc(OC)c(CCNC(=O)CN2C(=O)CC(C)(C)S(=O)(=O)c3ccccc32)c1,3.7,-4.3,1.4,-1.7,-1.4,-0.8,6.4,4.2,-0.2
COCCCn1cnc2oc3nc4ccccc4nc3c2c1=O,-0.5,4.2,-3.1,5.7,-0.1,-0.1,3.8,5.7,9.9
CON/C=C(\C=Nc1ccccc1)c1ncc(C(F)(F)F)cc1Cl,-0.7,4.0,3.9,-0.6,2.6,0.6,3.0,0.8,14.4
O=C(c1oc2ccccc2c1N1CCCCC1)N1CCCCC1,-1.6,2.3,-1.3,2.6,3.8,1.4,4.5,-0.5,2.5
N#Cc1cccc(NC(=O)COC(=O)Cn2nc(-c3ccccc3)oc2=O)c1,3.5,-4.0,0.6,4.6,x,x,9.6,1.1,0.8
CN(C)S(=O)(=O)c1ccc(S(=O)(=O)N2CCCC(C(=O)NC3CC3)C2)cc1 (stereo unspecified),-0.4,-2.6,2.4,7.0,0.7,0.2,2.8,-1.8,-1.4
O=C(C1CCCO1)N(Cc1ccccc1)c1ccccc1 (stereo unspecified),6.5,-2.3,2.8,-0.9,-1.1,-1.2,2.2,11.4,6.4
CCC(=O)c1ccc(N2CCN(C(=O)c3ccccc3)CC2)c(F)c1,4.4,0.3,5.7,4.9,0.5,0.9,10.3,1.6,3.7
Cc1ccc(-n2c(C)c(C)c3c(N)ncnc32)cc1,8.1,-6.4,2.7,1.2,4.3,0.3,0.3,9.9,2.9
O=C(c1ccccc1)N1CCN(Cc2ccccc2)CC1,1.2,-0.3,6.9,0.1,-4.5,-0.1,-4.7,3.3,0.1
Nc1nnc(SCc2ccc(F)cc2)n1-c1ccccc1,-8.5,1.6,-1.1,-2.4,1.7,0.6,-0.2,8.2,-0.7
CCN(Cc1nc2ccccc2c(=O)[nH]1)C(=O)c1cc(C2CC2)nn1-c1ccccc1,-2.0,3.9,2.6,-0.4,x,x,-0.3,3.8,11.8
Cc1ccc(C)c(N(Cc2ccccc2F)S(C)(=O)=O)c1,5.5,-7.8,2.4,6.8,-1.0,1.4,3.1,1.0,0.6
CS(=O)(=O)N1CCC(C(=O)NCc2ccc(Cl)cc2Cl)CC1,-4.7,1.1,3.6,3.0,4.0,1.9,2.8,-0.8,-0.8
Cc1ccc(-n2nc(C)c3c2OC(N)=C(C#N)C3c2ccoc2)cc1 (stereo unspecified),-0.8,5.6,8.1,9.1,0.9,-1.9,9.8,0.4,51.0*
CCOC(=O)COc1c(/C=N\OC)cc(Cl)cc1OC,-3.5,1.6,4.0,-1.4,-1.4,-5.8,-3.5,-0.9,4.2
CCOCCCNC(=O)C1CCN(S(=O)(=O)N(CC(C)C)CC(C)C)CC1,12.8,-2.2,2.5,3.6,2.5,x,4.5,3.8,-1.4
Cn1c(SCc2ccc([N+](=O)[O-])cc2)nnc1-c1cccnc1,-7.9,4.8,-4.2,1.3,6.6,-2.1,0.3,-1.2,13.4
COC(=O)C(c1ccccc1)C(C(=O)OC)c1ccccc1 (stereo unspecified),-15.7,-4.6,3.2,3.0,2.9,-2.0,-3.1,0.5,-0.3
CC(C)[C@H](NS(=O)(=O)c1ccccc1)C(=O)OCC(=O)Nc1cccc(S(N)(=O)=O)c1,1.2,x,1.7,x,x,x,x,0.1,0.3
Cc1onc(-c2c(Cl)cccc2Cl)c1C(=O)N1CCN(c2ncccn2)CC1,4.5,2.1,2.3,8.4,0.0,1.0,-2.6,1.5,-0.4
Cc1cc(C)n(-c2ccc(Cl)c(C(=O)Nc3ccc(OC(F)(F)F)cc3)n2)n1,-0.1,-4.7,0.1,4.5,2.7,1.5,-0.7,5.5,4.4
CC(C)CNc1cc(Cl)c(S(=O)(=O)NCC(C)C)cc1C(=O)O,8.4,-2.6,1.8,-1.0,1.2,0.3,2.3,3.6,0.8
Cc1cc(Cl)c(S(=O)(=O)NCc2ccncc2)cc1OCC(N)=O,5.3,-7.7,-3.6,2.7,-1.9,4.1,6.3,-0.4,-0.8
CCCCCn1c(=O)[nH]c2cc(C(=O)NCc3ccccn3)ccc2c1=O,-5.4,0.8,-1.5,3.4,-0.9,0.1,6.2,-1.7,12.1
Cc1ccc(S(=O)(=O)N(C)CCCC(=O)N2CCN(C=O)CC2)cc1,4.0,-2.2,4.1,4.5,-2.6,0.3,6.8,-1.9,-4.1
CN(CC(=O)NCC(=O)Nc1ccc(F)cc1)C1CCS(=O)(=O)C1 (stereo unspecified),0.1,1.4,4.1,-2.3,x,x,-4.3,6.4,-0.1

# (listing goes on)
SMILES,GLD-1 RNA inh,PME-1 primary,pPAFAH inh,BCLXL inh,Fam108B inh,MEX-5 binding,MCL1 BIM primary,PAFAH1B2 inh,AHR act
Cc1ccc(NC(=O)CSc2nc(NS(=O)(=O)c3ccc(C)cc3)cc(=O)[nH]2)cc1,-0.7,-10.9,0.5,7.3,-10.6,-2.5,14.7,8.7,-0.4
CC1Cc2cc(/C(O)=C3/C(=O)C(=O)N(CCCn4ccnc4)C3c3cccnc3)ccc2O1 (stereo unspecified),6.3,-3.4,-3.8,3.3,0.1,2.5,-2.1,-0.1,0.6
COc1c(C)cc(C(=O)C2CCCN(C(=O)c3cccc(-n4cccn4)c3)C2)cc1C (stereo unspecified),-5.0,22.6,3.8,1.7,10.7,-1.2,1.4,0.5,2.9
Cc1ccc(C(=O)c2c3ccc(C(F)(F)F)cc3[n+]([O-])n2CCCC(N)=O)cc1,4.2,1.4,6.4,3.4,0.7,1.1,2.8,-0.2,11.3
CSc1ccc(-c2nnn(CC(=O)NCc3ccccc3)n2)cc1,0.2,-2.7,6.8,8.3,0.4,-1.5,10.3,0.0,9.5
Cc1cc(C)n(Cc2nc3ccccc3n2C)n1,-2.6,3.5,1.2,-8.4,-2.3,-1.8,-3.5,6.9,4.9
